Compound activity from PubChem BioAssay.
NadD block = NadD (S. aureus) enzyme inhibition | 360,000 compounds, 0.78% hits | inhibition, % at 20 µM | purified NadD enzyme, colorimetric absorbance read-out | AID 602399; in the data active = inhibition above about 26%; also: some compounds past the cut are filed as inactive
Rin1 Abl inh = human Rin1-Abl interaction inhibition | TR-FRET Rin1/Abl binding, biochemical | 360,000 compounds, 0.4% hits | inhibition, % at 7.35 µM; in the data active = inhibition above about 5%, passing the limit was not always enough
Neddylation inh = blocks human cullin neddylation | P61081+Q13564 | TR-FRET cullin neddylation, biochemical | calls only at 25 µM | 360,000 compounds, 0.58% hits | AID 651699; in the data active = inhibition above about 36%
MT1-MMP act inh = MT1-MMP (human) activation inhibition. 360,000 compounds, 0.061% hits. P50281. GFP/RFP ratio change, % at 20 µM. HT1080 RFP-PRO-GFP cells, GFP/RFP ratio fluorescence, overnight; percent of plate control window, DMSO zero;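 active = GFP/RFP ratio change of at least 30% with cell ATP level not reduced by more than half and red fluorescence within 50% of control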; also: strong numbers were not always called active
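system = RFP-PRO-GFP reporter HT1080 cells | dosing = 20 µM single dose, 1% DMSO | timing = overnight cell settling, then overnight compound exposure, 37 °C, 5% CO2 | read-out basis = GFP/RFP fluorescence ratio | controls = DMSO and RFP-L50D-GFP cell wells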
SKN-1 block = blocks SKN-1 activity in C. elegans | C. elegans VP596 Pgst-4::GFP/RFP ratio, acrylamide-induced, 24 h | inhibition, % at 21.8 µM | 360,000 compounds, 0.49% hits | AID 624304;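 active = interference check ratio from 0.5 to 1.5 plus GFP to RFP signal ratio inhibition reaching or exceeding a fixed threshold, cut at about 30% in these data, passing the limit was not always enough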; also: some compounds called inactive have numbers as strong as hits
FAS-TE inh = inhibitors of human fatty acid synthase thioesterase domain; P49327; recombinant FAS-TE, OMFH fluorogenic substrate, fluorescence endpoint; inhibition, % at 15 µM; 360,000 compounds, 0.67% hits; AID 602261;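 active = compounds whose normalised, plate-corrected inhibition of enzyme fluorescence in the single-dose primary screen is 50% or more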;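 also: 0% = DMSO with enzyme and 100% = substrate without enzyme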
MLLE-PAM2 inh = inhibitors of microRNA-mediated deadenylation, human PABP1 MLLE binding; GST-MLLE / FITC-PAM2 fluorescence polarization; AID 588489; 360,000 compounds, 0.36% hits; inhibition, % at 20 µM; in the data active = inhibition above about 35%, passing the limit was not always enough;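 also: plate controls were DMSO wells with GST-MLLE for no effect and wells lacking GST-MLLE protein for full effect; some results filed as inactive read as strong as hits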
Target sequence (P11940 whole entry, looked up): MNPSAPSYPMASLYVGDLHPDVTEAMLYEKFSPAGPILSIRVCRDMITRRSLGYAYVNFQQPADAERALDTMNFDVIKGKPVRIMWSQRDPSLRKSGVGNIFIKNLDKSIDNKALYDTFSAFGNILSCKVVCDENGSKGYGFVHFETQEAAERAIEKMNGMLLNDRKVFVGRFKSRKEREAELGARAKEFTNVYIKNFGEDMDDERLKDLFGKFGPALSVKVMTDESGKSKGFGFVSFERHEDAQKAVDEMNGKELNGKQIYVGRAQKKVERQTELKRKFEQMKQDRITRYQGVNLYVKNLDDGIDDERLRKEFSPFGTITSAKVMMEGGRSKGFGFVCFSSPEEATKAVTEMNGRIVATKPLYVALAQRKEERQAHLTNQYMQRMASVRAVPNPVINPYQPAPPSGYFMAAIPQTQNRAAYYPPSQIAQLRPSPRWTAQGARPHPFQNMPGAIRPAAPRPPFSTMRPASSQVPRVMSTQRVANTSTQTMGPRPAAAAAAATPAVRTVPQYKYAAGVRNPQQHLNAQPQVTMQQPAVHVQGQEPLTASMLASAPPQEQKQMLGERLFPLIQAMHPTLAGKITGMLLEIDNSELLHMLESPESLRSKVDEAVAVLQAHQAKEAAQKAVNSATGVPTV
Rpn11 inh = inhibitors of human proteasome Rpn11 | O00487 | human 26S proteasome, Ub4-pepOG fluorescence polarization; 20S core pre-blocked with epoxomicin | calls only at 20 µM | 360,000 compounds, 0.59% hits | AID 588493;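 active = inhibition at 20 µM, scaled to each plate's controls, above about 33%, limit read from the data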
CSN inh = blocks human CSN-mediated cullin deneddylation. 360,000 compounds, 0.38% hits. inhibition, % at 12.5 µM. Purified CSN, SCF-Nedd8-OG deneddylation, fluorescence polarization. AID 651999;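 active = pattern-corrected inhibition above about 35%, with an unprinted fluorescence ratio check between 0.5 and 1.5, limit read from the data, passing the limit was not always enough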;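 also: 0% = enzyme with substrate and 100% = substrate without enzyme; some results filed as inactive read as strong as hits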
Target sequence (Q92905 whole entry, looked up, one chain of several): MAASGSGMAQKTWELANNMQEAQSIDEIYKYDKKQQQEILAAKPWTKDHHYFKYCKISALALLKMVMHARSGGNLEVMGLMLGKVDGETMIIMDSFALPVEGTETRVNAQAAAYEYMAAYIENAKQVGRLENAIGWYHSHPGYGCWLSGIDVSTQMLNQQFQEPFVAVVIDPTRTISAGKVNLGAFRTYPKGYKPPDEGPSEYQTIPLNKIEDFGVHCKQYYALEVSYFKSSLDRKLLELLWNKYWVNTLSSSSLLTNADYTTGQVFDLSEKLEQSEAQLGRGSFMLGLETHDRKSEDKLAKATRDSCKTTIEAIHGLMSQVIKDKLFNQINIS
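Assay system: purified human Csn5 enzyme expressed in HEK293T cells; measure: % inhibition; also added: SCFSkp2-Nedd8OG substrate at 10 nM final; technique: fluorescence polarization; times: reaction 90 min, room temperature; medium: Tris buffer pH 7.5, NaCl, DTT, Tween-20, trehalose, ovalbumin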
Numbers without * were called inactive; i = inactive; x = not tested or not shown; + = active, no number.

entry	canonical_smiles	Rin1 Abl inh	CSN inh	MLLE-PAM2 inh	FAS-TE inh	Neddylation inh	NadD block	SKN-1 block	Rpn11 inh	MT1-MMP act inh
1	N#Cc1cccn1-c1nccc(-c2cccs2)n1	-1	0	-15	10	i	-1	27	i	-2
2	O=C(O)Cc1ccc(S(=O)(=O)N2CCCC2)s1	3	15	-9	-7	i	-1	5	i	-2
3	CCOc1ccc(NC(=O)C(=O)NCCN2CCN(S(=O)(=O)c3ccccc3)CC2)cc1	-4	5	13	-2	i	-11	-4	i	0
4	C=CCC(CC=C)(NC(=O)c1ccccc1C(=O)O)c1ccccc1	-3	-6	4	-10	i	-8	5	i	-4
5	CCOc1ccc(S(=O)(=O)N(CC(=O)N2CCC(C(N)=O)CC2)c2ccc(F)cc2)cc1	1	5	7	-4	i	-2	-14	i	-1
6	O=C(CSc1nnnn1-c1ccc(O)cc1)NC1CCCCC1	-5	1	14	-5	i	-1	7	i	3
7	CCc1ccc(S(=O)(=O)Nc2ccc(-c3ccc4nnc(C)n4n3)cc2)s1	2	-1	1	8	i	10	7	i	1
8	COc1ccccc1N1CCN(S(=O)(=O)c2cccs2)CC1	3	4	6	4	i	0	-7	i	2
9	O=C(COC(=O)c1cc([N+](=O)[O-])ccc1N1CCOCC1)NCCc1ccccc1	0	2	8	78*	i	-2	2	i	-1
10	Cc1cc(OCC(=O)Nc2ccncc2)cc(C)c1Br	-2	-3	3	-4	i	-8	-7	i	18
11	COc1ccc(S(=O)(=O)NCCc2csc(C)n2)cc1C	-1	2	6	-9	i	-3	18	i	-2
12	CC(C)(C)c1ccc(N2C(=O)Cc3c2nc(N)c(C#N)c3N)cc1	3	9	-1	5	i	6	-4	i	-7
13	Cc1ccc(/C=C(\C#N)C(=O)NCc2ccco2)o1	0	7	8	-2	i	0	1	i	1
14	COC(=O)c1ccc(NC(=S)N2CCN(Cc3ccccc3)CC2)cc1	0	-4	-100	2	i	2	-7	i	2
15	COc1ccc(SC[C@H](Cc2ccccc2)N2CC[C@@H](C)CCC2=O)cc1	2	-6	6	27	i	-2	5	i	-4
16	Cc1ccc(C(C(=O)NCc2ccccc2)N(Cc2ccco2)C(=O)c2snc(C(N)=O)c2N)o1 (stereo not drawn)	-1	-2	-2	8	i	3	-10	i	4
17	O=C(CN1CCN(Cc2ccc3c(c2)OCO3)CC1)Nc1ccc2c(c1)OCO2	-2	3	-13	-4	i	1	-5	i	2
18	O=C(CSC(=S)N1CCCC1)N1CCN(S(=O)(=O)c2ccccc2F)CC1	4	4	-1	0	i	-4	13	i	1
19	CCc1nnc(NC(=O)CC(=O)Nc2ccccc2C(=O)O)s1	-1	-1	8	-2	i	-4	-13	i	2
20	C=CCOC(=O)CCC(=O)Nc1cc(OC)nc(OC)n1	1	3	-3	-2	i	-3	31	i	4
21	O=C(CCN1C(=O)/C(=C/c2ccc(F)cc2)SC1=S)NNC(=O)c1cccnc1	-4	-3	21	-3	i	7	3	i	x
22	O=C(Cc1ncn[nH]1)NCCc1ccccc1	1	-2	2	-7	i	1	7	i	2
23	CCN(CC)S(=O)(=O)c1cc(Br)c(C)cc1OC	-4	4	-10	0	i	-7	-3	i	-2
24	O=C1c2sc3nc4ccccc4n3c2C(=O)N1c1ccccc1Cl	3	-2	-45	14	i	5	-15	i	-15
25	COc1ccc(-c2ccc(C(C)=O)cc2)cc1[C@H]1[C@@H]2C=CCC[C@@]2(C)C(=O)N1Cc1ccccc1	2	4	-1	33	i	2	2	i	-13
26	O=C(Cc1ccc2c(c1)CCCC2)Nc1ccccc1Cl	2	-5	29	23	i	-2	9	i	0
27	OCCN1CCN(C(=S)Nc2ccc(SC(F)F)cc2)CC1	1	-8	-44	-2	i	-4	-13	i	4
28	Cc1cc2ncn(C3CC(O)C(CO)O3)c2cc1C (stereo not drawn)	-1	0	-8	-10	i	-2	-6	i	1
29	C=CCc1cccc(OC)c1OCCOCCNCCO	0	-4	-2	-5	i	0	-12	i	3
30	O=C(CCOc1ccccc1)Nc1ccnn1C1CCN(CCc2ccccc2)CC1	4	-3	2	-3	i	-4	6	i	0
31	CCCS(=O)(=O)N1CCN(C(=O)c2cccnc2)CC1	3	-6	-2	-1	i	-5	4	i	1
32	Nc1nnc(CC(=O)N/N=C/c2ccc(-c3ccc(Cl)cc3Cl)o2)s1	-2	7	-13	-1	i	6	5	i	2
33	CC(=O)Nc1c(C#N)c(-c2ccccc2)c(C#N)c(=O)n1-c1ccc(C)cc1	-2	3	-2	-7	i	-4	6	i	-2
34	CCOC(=O)C1=C(C)N=C2SC(C(=O)OC)=CC(=O)N2C1c1cc(OC)c(OC)c(OC)c1 (stereo not drawn)	-1	2	-117	20	i	-3	6	i	-1
35	COc1ccccc1OCc1ccc(C(=O)n2nc(C)c(Cl)c2C)o1	-2	-3	-3	22	i	-4	12	i	3
36	NC(=O)Nc1ccc(Oc2ncc(C(F)(F)F)cc2Cl)cc1	0	-17	-2	-4	i	0	4	i	2
37	Cc1ccc(S(=O)(=O)NCCSCc2ccccc2)cc1	0	-3	7	10	i	-3	-11	i	1
38	CC(=O)Nc1ccccc1C(=O)N1CC(C)OC(C)C1 (stereo not drawn)	2	1	-4	-9	i	3	8	i	-6
39	C=C1CCN([C@@H](Cc2ccccc2)C(=O)NCc2ccc(Cl)cc2)S(=O)(=O)c2ccccc21	-3	-1	7	26	i	-3	-13	i	-16
40	O=C(c1cccs1)c1sccc1Cc1ccccc1	2	2	-6	16	i	2	11	i	-1
41	c1ccc(Cn2nnc3c(N4CCc5ccccc54)ncnc32)cc1	4	-1	-10	3	i	-4	1	i	4
42	COc1ccc2c(c1)C(CC(C)=O)N(c1ccc(-c3cccs3)cc1)C(c1ccsc1)=C2 (stereo not drawn)	x	4	x	15	i	11	-1	x	5
43	Cc1cc(N2CCN(C(C(=O)NC3CCCC3)c3ccc(F)cc3)CC2)c2ccccc2n1 (stereo not drawn)	x	-4	x	x	i	x	8	x	0
44	COc1ccc(CN(C)C(=O)c2ccc(NS(=O)(=O)c3ccc4[nH]c(=O)[nH]c4c3)cc2)c(OC)c1OC	-3	6	0	-6	i	8	7	i	1
45	COc1ccc(S(=O)(=O)N2CCC(C(=O)N[C@@H](C)C(=O)NCc3ccccc3OC)CC2)cc1	-1	-1	6	-2	i	-10	-11	i	2
46	Cc1cccc(-c2cnn(-c3cccc([N+](=O)[O-])c3)c2N)c1	1	-8	-10	48	i	-6	6	i	-1
47	O=C(NNC(=O)c1cc2ccccc2cc1O)Nc1ccccc1F	3	-2	6	1	i	-7	2	i	0
48	O=C(CCn1c(=S)oc2ccccc21)Nc1cccc(O)c1	-1	2	-24	-1	i	-4	9	i	4
49	CCn1c(C)cc(/C=C2\NC(=O)N(Cc3ccc(Cl)cc3)C2=O)c1C	-3	8	-11	2	i	19	-3	i	-12
50	COC(=O)CNC(=O)COC(=O)c1cc(SC)ccc1Cl	1	-1	13	-5	i	4	4	i	0

Continuation.
entry	canonical_smiles	Rin1 Abl inh	CSN inh	MLLE-PAM2 inh	FAS-TE inh	Neddylation inh	NadD block	SKN-1 block	Rpn11 inh	MT1-MMP act inh
51	COC(=O)C1C2C=CC3(CN(C4CCCC4)C(=O)C13)O2 (stereo not drawn)	-1	-2	24	-10	i	-6	-22	i	1
52	O=C(NC1CCN(C(=S)Nc2ccc(Cl)cc2)CC1)c1ccco1	2	1	-97	-1	i	1	47*	i	-1
53	COc1ccc2c(CN3CCN(Cc4ccccc4)CC3)cc(=O)oc2c1	1	1	-5	0	i	-8	-5	i	-4
54	CC(=O)Nc1ccc(NC(=O)C(C)OC(=O)C2CCN(S(=O)(=O)c3cccs3)CC2)cc1 (stereo not drawn)	2	-4	1	-2	i	-5	1	i	4
55	O=C(COc1ccccc1Cl)Nc1ccc(S(=O)(=O)N2CCOCC2)cc1	1	1	0	7	i	-9	-12	i	3
56	COc1ccc(C[C@@H]2CN3C(=NC[C@@H]3Cc3ccc(O)cc3)N2C[C@H](C)NC(=O)CCC2CCCCC2)cc1	0	-2	5	0	i	9	-11	i	4
57	CNC(C)C(=O)NC(C(=O)NC(C(=O)Nc1cccc2ccccc12)C(C)C)C(C)C (stereo not drawn)	-1	0	1	-8	i	-7	4	i	8
58	CC1=C(C(=O)Nc2ccc(C(=O)N3CCN(c4cccc(Cl)c4)CC3)cc2)SCCO1	0	-4	6	12	i	3	-10	i	1
59	O=C(NCC1CCCO1)C1CCN(S(=O)(=O)c2ccc(Br)cc2)CC1 (stereo not drawn)	0	0	0	-1	i	-2	3	i	4
60	CCOC(=O)[C@]12CCC=C1N(Cc1ccco1)C(=O)[C@H](CC(=O)NCC1CCCCC1)C2	x	-2	x	-5	i	8	3	x	0

Ordered by molecular weight (high to low): part of the list above.
entry	canonical_smiles	Rin1 Abl inh	CSN inh	MLLE-PAM2 inh	FAS-TE inh	Neddylation inh	NadD block	SKN-1 block	Rpn11 inh	MT1-MMP act inh
37	Cc1ccc(S(=O)(=O)NCCSCc2ccccc2)cc1	0	-3	7	10	i	-3	-11	i	1
20	C=CCOC(=O)CCC(=O)Nc1cc(OC)nc(OC)n1	1	3	-3	-2	i	-3	31	i	4
51	COC(=O)C1C2C=CC3(CN(C4CCCC4)C(=O)C13)O2 (stereo not drawn)	-1	-2	24	-10	i	-6	-22	i	1

Further entries follow:
entry	canonical_smiles	Rin1 Abl inh	CSN inh	MLLE-PAM2 inh	FAS-TE inh	Neddylation inh	NadD block	SKN-1 block	Rpn11 inh	MT1-MMP act inh
61	Cc1cccc(NC(=S)NC2CC3CCCC(C2)N3Cc2ccccc2)c1C (stereo not drawn)	1	-4	-14	-8	i	-6	2	i	2
62	COC(=O)c1sc(N2C(=O)C(O)=C(C(=O)c3ccc(C)o3)C2c2ccc(F)cc2)nc1C (stereo not drawn)	2	30	-37	5	i	19	13	+	-12
63	CC(=O)c1cccc(NS(=O)(=O)N2CCCCC2)c1	-1	0	1	-1	i	-1	-4	i	-2
64	CCC(CO)NC(=O)c1ccc(-c2nn(C)c(=O)c3ccccc23)cc1 (stereo not drawn)	3	-3	2	-9	i	-4	-8	i	1
65	Cc1ccccc1NC(=O)Cc1c(O)c2ccccc2[nH]c1=O	3	2	-7	-3	i	8	19	i	0
66	Cc1cccc(NC(=O)c2nc[nH]c2C(=O)NC[C@@H](C)O)c1	-1	1	18	-2	i	-1	14	i	1
67	O=C1NC(=O)/C(=C/c2ccc(O)cc2)S1	2	-3	-15	-7	i	-1	0	i	-1
